Screens (PubChem BioAssay)
hcGAS lum = human cGAS inhibition. inhibition, % at 12.5 µM. AID 1259398. 290,000 tested, 0.081% active. recombinant h-cGAS, ATP depletion, Kinase-Glo luminescence. Q8N884;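 also: 0% = vehicle reaction and 100% = reaction without DNA for no activity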
Target sequence (Q8N884 whole entry, looked up): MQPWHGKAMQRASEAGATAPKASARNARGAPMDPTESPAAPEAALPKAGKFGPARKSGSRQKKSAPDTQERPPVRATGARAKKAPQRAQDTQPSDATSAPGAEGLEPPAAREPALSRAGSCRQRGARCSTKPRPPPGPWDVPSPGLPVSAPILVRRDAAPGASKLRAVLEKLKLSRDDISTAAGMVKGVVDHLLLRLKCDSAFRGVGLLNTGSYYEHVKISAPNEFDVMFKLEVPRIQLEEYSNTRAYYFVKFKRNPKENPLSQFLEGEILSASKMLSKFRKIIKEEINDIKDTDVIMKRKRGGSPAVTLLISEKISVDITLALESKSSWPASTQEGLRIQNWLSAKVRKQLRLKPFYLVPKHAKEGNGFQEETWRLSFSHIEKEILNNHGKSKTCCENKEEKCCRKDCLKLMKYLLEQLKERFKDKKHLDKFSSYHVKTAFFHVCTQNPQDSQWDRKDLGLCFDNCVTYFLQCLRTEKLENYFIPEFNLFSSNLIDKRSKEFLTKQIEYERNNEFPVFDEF
mcGAS inh = blocks mouse cGAS activity; Q8C6L5; recombinant cGAS, Kinase-Glo ATP depletion luminescence; inhibition, % at 12.5 µM; 160,000 tested, 0.15% active; AID 1259399;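 also: 0% = negative control wells and 100% = reference inhibitor with no enzyme activity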
NPYLR7 agonist = mosquito NPYLR7 agonism | AID 1259423 | 270,000 tested, 0.15% active | activation, % at 10 µM | HEK293T NPYLR7/Galpha15, GCaMP6s calcium fluorescence; in the data active = activation above about 40%;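 also: 0% = vehicle and 100% = reference agonist at the receptor; some compounds past the cut are filed as inactive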
* marks the source's active call; other numbers are inactive results; . = no result given; & = joins results of further samples. Rule as the data show it, unless noted: active = inhibition above about 40%; inactive = the rest.

SMILES | hcGAS lum | mcGAS inh | NPYLR7 agonist
Cc1ccoc1C(=O)N1CCCC(CNC(=O)C2(c3ccc(Cl)cc3)CC2)C1 (stereo not given) | -3.1 | . | 5.7
O=C(N1CCN(CCn2cccn2)CC1)C1(c2ccccc2)CCOCC1 | -10.0 | . | -2.0
COc1cc2c(cc1OC)CN(C(=O)CN(C)CC(=O)Nc1ccc(C)cc1)CC2 | -12.3 | . | 5.0
CCCCSc1nnc2[nH]c(=O)cc(C)n12 | -3.9 | -7.2 | -7.1
CCCCc1ccc(C(=O)N(CC(=O)N2CCc3sccc3C2c2ccc(Cl)cc2Cl)C2CCCCC2)cc1 (stereo not given) | 0.3 | -4.4 | 21.0
O=C(Cc1csc(NC(=O)NC2CCCC2)n1)Nc1ccccc1Oc1ccccc1 | -6.9 | . | -3.8
O=C(Nc1ccc2c(c1)CN(Cc1cccn1-c1ncccn1)CC2)C1CCCO1 (stereo not given) | -1.6 | . | 11.5
CC1(C(=O)NS(=O)(=O)c2ccc(Cl)s2)CCN1C(=O)C1(c2ccc(Cl)cc2)CCC1 (stereo not given) | -9.3 | . | 1.8
COCCOc1nc(-c2ccc(F)cc2)n(-c2cccc(NC(=O)COC)c2)n1 | -4.1 | -3.9 | 3.0
OC(c1ccccc1)c1ncc(-c2ccc(C(F)(F)F)cc2)[nH]1 (stereo not given) | -5.9 | . | -2.2
CCOC(=O)c1nn(-c2ccc(F)cc2)c(=O)cc1OCC | -3.6 | . | 10.8
COc1ccccc1C1(O)CCN(CCCn2c3ccccc3c3ccccc32)CC1 | -2.7 | . | -6.6
O=C(Cn1nc(Cc2ccccc2)c2ccccc2c1=O)N1CC[C@H](O)[C@@H](O)C1 | -5.2 | . | 0.2
COc1ccc(N(CC(=O)NCc2ccc(Cl)cc2)S(=O)(=O)c2ccccc2[N+](=O)[O-])c(OC)c1 | -6.9 | -4.5 | 9.9
CCN(CC)C(=O)C1CCCN(C(=O)CCc2c(C)nn(-c3ccc(C(C)C)cc3)c2C)C1 (stereo not given) | -4.8 | -5.1 | -1.7
Cc1nn(C(C)C)c(C)c1NC(=O)c1ccc(N2CCCC2)nc1 | -1.9 | . | 3.6
Cc1ccc(C)c(-n2ccnc2S(=O)(=O)C(C)C(=O)N(C)C2CCCCC2)c1 (stereo not given) | -8.5 | -12.9 | 5.0
CCOc1ccc(-n2nnc3c(N4CCN(C(=O)CCl)CC4)ncnc32)cc1 | -5.6 | -8.2 | -4.0
CC1=C(C(=O)OCCC(C)C)C(c2ccc(Cl)cc2)NC(=O)N1 (stereo not given) | -2.5 | -4.5 | -6.0
COc1ccc(NC(=O)N2CCCCC2c2ccc(C(F)(F)F)cc2)cc1 (stereo not given) | -11.0 | -16.3 | -7.9
Cc1cc(C)c(-c2csc(NC(=O)Cn3cnc4sccc4c3=O)n2)c(C)c1 | -1.6 | -1.3 | 6.7
CCOCCCn1c(SCc2cc(Cl)cc3c2OCOC3)nc2cc(S(=O)(=O)N3CCCC(C)C3)ccc21 (stereo not given) | -7.9 | -8.6 | 5.9
COCCN(CC(=O)N(CCc1c[nH]c2ccccc12)Cc1ccccc1OC)C(=O)NC12CC3CC(CC(C3)C1)C2 | -6.2 | -5.1 | -2.3
CCCCCCn1c(=O)c2c(nc3n2CCN3c2ccc(F)cc2)n(C)c1=O | -10.7 | -7.9 | 0.3
COC1CCCCC1NS(=O)(=O)c1ccc(Cl)cc1 (stereo not given) | -12.3 | -4.2 | 6.7
Continued.
SMILES | hcGAS lum | mcGAS inh | NPYLR7 agonist
Nc1cc(-c2ccc(Cl)c(Cl)c2)nn1-c1ccc(C(=O)NCCc2cccnc2)cc1 | -7.2 | -3.6 | 1.6
COc1ccc(CN(Cc2nc(C(=O)NCc3ccco3)co2)C(C)C)c(OC)c1 | 1.9 | -3.7 | 4.1
COCC(=O)N1CCC2(CC1)C(=O)N(CC(=O)NC1CCCCC1)CN2c1ccccc1 | -4.3 | -6.9 | 5.5
COCC(=O)N1C2CCC3(CC2)OC(=O)N(C)CC13 (stereo not given) | -3.6 | -8.7 | 24.8
CCOc1ccc(-c2ccnc(N3CCN(S(=O)(=O)c4c(C)cc(C)cc4C)CC3)n2)cc1 | -8.0 | -7.6 | 4.4
Cc1ccc(Cc2nnc(Nc3ccc(C)c(C)c3)[nH]c2=O)cc1 | 2.0 | . | 3.1
Cc1ccc(NC(=O)c2cccc(-c3ccc(O)cc3)c2)cc1Cl | -6.6 | . | 1.8
N#Cc1cccc(C(=O)NCc2cccc(-c3ncc(-c4ccc(F)cc4)[nH]3)c2)c1 | -6.4 | -6.7 | 12.7
C=Cc1cccc(CN2CCC3(CCCN(C(=O)CCOC)C3)C2)c1 (stereo not given) | -4.3 | -16.9 | -3.9
COc1ccc(NCc2cc(OC)c3c(c2)OCCO3)cn1 | -5.8 | -5.7 | 3.5
CC(NC(=O)N(C)CC1CCN(C)C1)c1csc2ccccc12 (stereo not given) | 1.2 | . | -20.7
COC(=O)C(C)Sc1ccc2nnc(CCNS(=O)(=O)c3ccc(C)cc3)n2n1 (stereo not given) | 1.2 | -5.9 | -21.8
COc1ccc(-c2nc3cc(C)ccn3c2NCc2ccccc2)cc1OC | -3.1 | -1.5 | -6.0
N#CC1C(=N)OC2=C(C(=O)CCC2)C1c1ccc(Cl)cc1 (stereo not given) | -9.0 | -6.4 | -10.5
Cc1ccc(S(=O)(=O)N(C(=O)c2ccncc2)c2ccc3oc(=O)sc3c2)cc1 | -16.8 | -1.0 | -1.3
CC(Cl)C(=O)Nc1nnc(SCCc2ccccc2)s1 (stereo not given) | 0.1 | -3.7 | -2.5
COc1cn(CC(=O)Nc2ccccc2)c(CSc2nnc(C)s2)cc1=O | -5.2 | -7.2 | -7.9
C/C(=N/n1nnnc1Nc1ccccc1)c1cccs1 | 3.8 | . | 4.2
O=C(OCc1cc(-c2ccco2)on1)c1c[nH]c2ccccc12 | -5.3 | . | -1.9
CCOC(=O)C1CCCN(C(=O)CC(c2ccc3c(c2)OCO3)c2cn(C)c3ccccc23)C1 (stereo not given) | -6.6 | -5.0 | 31.9
CCOC(=O)c1nn(-c2ccc(C)cc2)c(=O)cc1OS(=O)(=O)c1ccc(Cl)s1 | -2.5 | . | 12.7
C=CC[n+]1cccnc1N | -5.7 | . | -6.5
NS(=O)(=O)c1ccc(NC(=O)c2cc3cc(Cl)ccc3oc2=O)cc1 | 4.7 | -6.0 | 1.0
COCCCNCC(=O)N1CCc2sccc2C1c1ccc(OC)cc1 (stereo not given) | -2.9 | . | -5.6
Cc1cc(S(=O)(=O)NCc2ccc3c(c2)OCO3)ccc1Cl | -8.6 | . | 2.1
(next part)
SMILES | hcGAS lum | mcGAS inh | NPYLR7 agonist
Cc1[nH]c(=O)c(C#N)c(C)c1CCC(=O)Nc1ccnn1Cc1ccc(Cl)cc1Cl | -13.7 | . | 2.4
O=S(=O)(Cc1ncc(-c2cccs2)o1)c1cccc(Cl)c1 | 1.9 | 9.3 | -1.9
CCN(CC)c1onc(-c2ccccc2)c1CN(Cc1ccccc1)C(=O)c1cccc(OC)c1 | -11.1 | -6.1 | 3.6
CSc1ccccc1C(=O)N1CCC(n2c(C)nc3cc(C(F)(F)F)ccc32)CC1 | -5.4 | -5.7 | 2.9
CCNC(=O)N1CCN(c2cc(Oc3cccc(F)c3)ncn2)CC1C (stereo not given) | -2.6 | -7.8 | -7.7
O=C1OCCC1Sc1nc2sc3c(c2c(=O)[nH]1)CCC3 (stereo not given) | -0.1 | . | 0.2
COc1ccc(S(=O)(=O)n2ccc(C)n2)cc1C | -7.1 | -6.7 | -11.0
O=C(O)c1cc(F)cc2[nH]c(CCl)nc12 | -1.6 | . | -2.1
CN(C)C(=O)N1CCC(C(=O)NC(C#N)c2ccccc2F)CC1 (stereo not given) | -1.7 | . | 4.5
CCCN1CCC(C)(C(=O)Nc2cccc3c2CCCC3)C1 (stereo not given) | -8.9 | . | 0.1
O=C(NC1CCN(CC(F)(F)F)C1=O)c1cc(-c2ccccc2)cc(Cl)c1O (stereo not given) | 17.2 | . | -1.0
C=CCNc1nc2cc(-c3ccccc3C)sc2c(=O)n1C | 5.8 | . | 0.5
CNC(=O)[C@H]1CN(C(=O)Cc2cccs2)[C@]2(C)C(=O)N(CCO)c3ccccc3[C@H]12 | 3.6 | -6.3 | 13.6
CC1CN(C(=O)C23CC4CC(CC(O)(C4)C2)C3)CCO1 (stereo not given) | 2.5 | . | 2.3
c1ccc(-n2cccn2)c(CNC2CCC3(CCNCC3)CC2)c1 | -2.2 | -3.8 | -15.3
CCCCc1ccc(C(=O)Nc2ccc(C3SCC(=O)N3c3ccccc3)cc2)cc1 (stereo not given) | -3.6 | -1.5 | 7.6
COc1ccc(C(CO)N(C)CC(=O)N2CCCCCCC2)cc1 (stereo not given) | -13.3 | . | 2.2
Cc1ccccc1N1CCN(C(=O)c2c(C)c(C)c(C)n2Cc2ccccc2F)CC1 | 2.0 | -2.2 | 18.2
O=c1oc2ccc([N+](=O)[O-])cc2cc1-c1csc(Nc2ccccc2Cl)n1 | -4.5 | -3.9 | -10.8
Cc1cccc(NC(=O)C(NC(=O)C2CCC(C)CC2)C(C)C)n1 (stereo not given) | -0.9 | . | -5.4
Fc1c(F)c(N2CCCCC2)c(F)c(F)c1C=CCN1CCOCC1 | -4.8 | . | -2.0
Cc1cc(C)nc(NS(=O)(=O)c2ccc(NC(=O)c3cc([N+](=O)[O-])cc([N+](=O)[O-])c3)cc2)n1 | 0.6 | -4.8 | -10.7
Cc1cccc(NC(=O)CSc2nc(=O)n(CCCN(C)C)c3c2CCC3)c1 | -0.8 | -5.0 | 7.3
COc1ccc(OCc2nc(CSc3nncn3C)cs2)cc1 | -8.8 | -9.5 | 3.2
NC1=NC(c2c(Cl)cccc2Cl)n2c(nc3ccccc32)N1 (stereo not given) | -3.2 | . | 6.3
Carrying on:
SMILES | hcGAS lum | mcGAS inh | NPYLR7 agonist
CC(=O)c1ccc2c3c(cccc13)C(=O)N(c1ccccc1)C2=O | -3.4 | . | 1.5
CCOC(=O)C(=O)C1(C(=O)OCC)Oc2cc(OC)cc(OC)c2C(=O)C1c1ccccc1 (stereo not given) | -5.9 | -4.7 | -8.8
COc1ccc(S(=O)(=O)Oc2cc(CN(CCN(C)C)C(=O)c3cccs3)ccc2OC)cc1 | -0.9 | -4.5 | 2.0
O=c1c(-c2ccco2)[n+]([O-])c2ccccc2n1OCc1ccc(Oc2ccccc2)cc1 | -3.2 | . | -10.6
O=C(Cc1c[nH]c2ccccc12)NN1C(=O)c2ccccc2C1=O | -2.5 | -5.6 | -8.2
CCc1nn2c(=O)cc(CSc3nnnn3C3CC3)nc2s1 | -3.3 | . | 4.3
O=C(NCN1CCN(CCO)CC1)c1cnccn1 | -3.7 | . | 4.9
CCOC(=O)c1ccc(NC(=O)CC2Sc3ncnn3C2=O)cc1 (stereo not given) | -7.4 | . | -4.1
Cn1c(-c2ccccc2)nn(CCNC(=O)C2CC2)c1=O | -8.6 | . | 6.7
CCOP(=O)(CCCCNC(=O)C=Cc1cc(Br)ccc1OC)OCC | -4.8 | 1.2 | -8.4
COc1cn(CC(=O)NCc2ccco2)c(CSc2nc(C)cc(C)n2)cc1=O | -3.1 | -6.1 | -2.4
COc1ccc(-n2c(SCc3ccc(C)cc3)nc3c(c2=O)SCC3)cc1OC | -2.5 | -5.9 | -2.6
CCCC(O)c1nnc(Nc2cccc(OC(F)(F)F)c2)s1 (stereo not given) | -4.2 | -6.7 | 4.2
CCC(CC(C)CO)Nc1ccc(Br)cn1 (stereo not given) | -7.8 | . | 0.5
COCc1nc(OC)c2c(C)c(C(=O)O)sc2n1 | 17.3&-5.5 | -6.5 | -5.4&0.5
Cc1ncsc1CN(Cc1ccccc1)C1CCNCC1 | -2.9 | . | -0.2
CC(CNC1CCCCC1)([N+](=O)[O-])[N+](=O)[O-] | -1.8 | . | 1.7
Cc1[nH]c2c(F)cccc2c1CC(=O)N(C)CCc1noc(C(C)C)n1 | -1.4 | . | 13.0
CCOC(CNC(=O)c1cn(Cc2ccccc2)cc2c(=O)n(-c3ccccc3)nc1-2)OCC | -3.8 | -7.8 | 5.5
CCn1cnc2cc(-c3ccc(Cl)cc3)sc2c1=O | -5.7 | . | 12.1
CCN(CC)S(=O)(=O)c1ccc(=O)n(CC(=O)Nc2nnc(C3CC3)s2)c1 | -4.7 | . | 3.4
Cn1nccc1CNC(=O)NCCCC(=O)N1Cc2ccccc2C1 | -4.2 | . | 10.0

Twelve structures out of the list, ordered by molecular weight, high to low:
SMILES | hcGAS lum | mcGAS inh | NPYLR7 agonist
CCOC(=O)C(=O)C1(C(=O)OCC)Oc2cc(OC)cc(OC)c2C(=O)C1c1ccccc1 (stereo not given) | -5.9 | -4.7 | -8.8
CCOP(=O)(CCCCNC(=O)C=Cc1cc(Br)ccc1OC)OCC | -4.8 | 1.2 | -8.4
COc1ccc(-n2c(SCc3ccc(C)cc3)nc3c(c2=O)SCC3)cc1OC | -2.5 | -5.9 | -2.6
O=c1c(-c2ccco2)[n+]([O-])c2ccccc2n1OCc1ccc(Oc2ccccc2)cc1 | -3.2 | . | -10.6
CCN(CC)S(=O)(=O)c1ccc(=O)n(CC(=O)Nc2nnc(C3CC3)s2)c1 | -4.7 | . | 3.4
CCOC(=O)c1ccc(NC(=O)CC2Sc3ncnn3C2=O)cc1 (stereo not given) | -7.4 | . | -4.1
CCc1nn2c(=O)cc(CSc3nnnn3C3CC3)nc2s1 | -3.3 | . | 4.3
CCCC(O)c1nnc(Nc2cccc(OC(F)(F)F)c2)s1 (stereo not given) | -4.2 | -6.7 | 4.2
O=C(Cc1c[nH]c2ccccc12)NN1C(=O)c2ccccc2C1=O | -2.5 | -5.6 | -8.2
CC(=O)c1ccc2c3c(cccc13)C(=O)N(c1ccccc1)C2=O | -3.4 | . | 1.5
Cn1c(-c2ccccc2)nn(CCNC(=O)C2CC2)c1=O | -8.6 | . | 6.7
O=C(NCN1CCN(CCO)CC1)c1cnccn1 | -3.7 | . | 4.9
